Compound activity as filed in PubChem BioAssay.
bIAP inh = intestinal alkaline phosphatase (bovine) inhibition; purified bovine IAP, CDP-star luminescence, 30 min; inhibition, % at 20 µM; 190,000 tested, under 10 active; AID 1019;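 active = over 50% inhibition of intestinal alkaline phosphatase at 20 µM in the single-dose screen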
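Assay system: bovine IAP enzyme; medium: DEA buffer 100 mM, pH 9.8, with MgCl2 1.0 mM, ZnCl2 0.02 mM; doses: 20 µM single dose; incubation: enzyme reaction for 30 min at room temperature; detection: CDP-star luminescence signal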
APP transl inh = APP translation inhibition. SH-SY5Y APP 5'UTR-luciferase reporter, luminescence. inhibition, % at 2 µM. hit rate 0.82% among 190,000. AID 1285;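 active = inhibition above a set limit, derived from the sample mean plus 3 SD, cut at about 45% in these data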; note: values of inactives mirror those of a sister screen read the other way
bIAP activator = increases bovine intestinal alkaline phosphatase activity; purified bovine IAP, CDP-star luminescence, 30 min; active compounds read high; fold of DMSO-control signal, blank-subtracted; activation factor at 20 µM; hit rate 0.17% among 200,000;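 active = activation factor of 2 or more at 20 µM, a signal rise over negative controls twice the positive control's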
RAM network inh = inhibitors of the yeast RAM network; S. cerevisiae dse1pr::URA3 reporter, 5-FOA growth OD615, 2 d; analog-sensitive cbk1-as2 kinase mutant strain; inhibition, % at 50 µM; hit rate 1.8% among 190,000; AID 868;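 active = inhibition above a set limit, 3 SD over mean compound inhibition, cut at about 8.4% in these data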;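 note: 0% = DMSO-only wells with no growth and 100% = 10 µM 1-NA-PP1 full growth; inhibition rescues growth on 5-FOA so higher OD means more RAM inhibition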
TNAP inh hi DEA = blocks human TNAP under high phosphate acceptor concentration; inhibition, % at 20 µM; purified TNAP, CDP-star luminescence, 1 M DEA; AID 1135; hit rate 0.03% among 200,000; P05186;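 active = over 50% inhibition of tissue-nonspecific alkaline phosphatase at 20 µM in the single-dose screen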;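 note: plate controls were DMSO wells for no effect and EDTA-quenched wells as full inhibition for full effect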
Target sequence (P05186 whole entry, looked up): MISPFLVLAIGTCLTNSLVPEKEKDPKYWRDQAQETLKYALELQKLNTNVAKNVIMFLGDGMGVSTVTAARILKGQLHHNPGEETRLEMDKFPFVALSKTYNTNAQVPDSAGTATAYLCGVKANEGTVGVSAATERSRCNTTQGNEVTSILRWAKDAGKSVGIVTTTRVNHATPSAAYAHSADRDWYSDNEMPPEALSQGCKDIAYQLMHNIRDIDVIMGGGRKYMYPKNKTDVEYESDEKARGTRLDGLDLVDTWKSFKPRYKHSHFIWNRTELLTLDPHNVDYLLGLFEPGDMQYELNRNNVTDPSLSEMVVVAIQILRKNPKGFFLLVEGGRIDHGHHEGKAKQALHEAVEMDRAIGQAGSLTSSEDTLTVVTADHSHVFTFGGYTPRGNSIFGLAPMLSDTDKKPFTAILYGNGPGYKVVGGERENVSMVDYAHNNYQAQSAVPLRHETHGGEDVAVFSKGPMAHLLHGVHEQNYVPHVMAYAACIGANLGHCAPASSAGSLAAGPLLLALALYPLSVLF
TNAP act hiacc = activators of human TNAP at high phosphate acceptor concentration. P05186. activation factor at 20 µM. purified TNAP, CDP-star luminescence, 1 M DEA, 30 min; active compounds read high; 0 = EDTA background, 1 = DMSO-only activity. 200,000 tested, under 10 active;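 active = activation factor at least 2 at 20 µM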
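Test system – human TNAP · Doses – 20 µM single point · Incubation – 30 min, room temperature · Signal – luminescent substrate turnover signal · Read-out basis – activation factor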
FLuc inh counter = counter-screen for luciferase assay inhibitors: firefly luciferase inhibition. P08659. ATPLite firefly luciferase biochemical luminescence, 10 min. inhibition, % at 10 µM. hit rate 1.5% among 200,000;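 active = inhibition above about 50% when tested at 10 µM, limit read from the data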
Target sequence (P08659 whole entry, looked up): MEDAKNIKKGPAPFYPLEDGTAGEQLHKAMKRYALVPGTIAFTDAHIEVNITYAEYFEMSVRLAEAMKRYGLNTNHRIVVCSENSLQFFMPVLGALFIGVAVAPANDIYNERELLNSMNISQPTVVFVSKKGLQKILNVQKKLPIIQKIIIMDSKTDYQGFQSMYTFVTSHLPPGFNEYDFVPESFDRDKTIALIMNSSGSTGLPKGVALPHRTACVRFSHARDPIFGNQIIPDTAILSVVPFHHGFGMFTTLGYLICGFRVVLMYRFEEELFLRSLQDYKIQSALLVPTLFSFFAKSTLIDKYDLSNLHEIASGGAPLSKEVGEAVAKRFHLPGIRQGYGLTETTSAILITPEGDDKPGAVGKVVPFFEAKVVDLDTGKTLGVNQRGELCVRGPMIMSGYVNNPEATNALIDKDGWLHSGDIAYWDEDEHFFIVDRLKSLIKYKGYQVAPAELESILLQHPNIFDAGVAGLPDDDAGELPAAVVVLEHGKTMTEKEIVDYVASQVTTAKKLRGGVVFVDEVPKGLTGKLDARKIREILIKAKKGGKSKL
Lmaj promast = Leishmania major promastigote growth inhibition; hit rate 9% among 200,000; inhibition, % at 10 µM; Leishmania major promastigotes, resazurin fluorescence viability; in the data active = inhibition above about 50%;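 note: promastigotes grown with compound for 44 hours at 28 °C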
TNAP inh noacc = blocks human TNAP activity with no phosphate acceptor present | P05186 | purified TNAP, CDP-star luminescence, 30 min | inhibition, % at 20 µM | hit rate 0.26% among 200,000 | AID 1012;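 active = tissue-nonspecific alkaline phosphatase inhibition above about 50% at 20 µM in the single-dose screen, limit read from the data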;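 note: 0% = DMSO negative control and 100% = EDTA positive control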
FLuc stim CS = affects firefly luciferase, flagging false hits in luciferase stimulation screens | P08659 | ATPlite luciferase biochemical, luminescence, 10 min; 0 = ATP-free wells, 1 = DMSO control | activation factor at 10 µM | 200,000 tested, under 10 active;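 active = luciferase activation factor, scaled between plate controls, of at least 2 with compound at 10 µM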
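System: Luciferase/luciferin detection reagent, cell-free biochemical luciferase assay | Medium: PBS buffer for ATP | Dosing: Test compounds dosed from 2 mM stocks in 100% DMSO | Timing: 10 min at ambient temperature | Signal: Luminescence measurement of luciferase light output | Evaluation: Luciferase activation, seen as luminescence increase over controls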
The depositor's hits bear a star.

SMILES | bIAP inh | APP transl inh | bIAP activator | RAM network inh | TNAP inh hi DEA | TNAP act hiacc | FLuc inh counter | Lmaj promast | TNAP inh noacc | FLuc stim CS
O=S(=O)(NCc1ccccc1)c1ccc(S(=O)(=O)N(Cc2cccs2)CC2CCCO2)cc1 (stereo not given) | 13.2 | 6.6 | 0.9 | 8.9* | -2.9 | 1 | -5.7 | -3.4 | -8.9 | 1.1
COc1cc(/C=C2/SC(=O)N(Cc3ccccc3)C2=O)ccc1OCc1ccncc1 | -16.4 | 8.3 | 1.2 | 4.2 | -2.6 | 1 | 1.1 | 91.8* | -1.2 | 1
O=C(CN1C(=O)CC(c2ccccc2)S(=O)(=O)c2ccccc21)N1CCCCC1 (stereo not given) | -12.9 | 1.5 | 1.1 | 1.4 | 1.6 | 1 | -5.0 | 1.1 | -3.3 | 1.1
COc1ccc(-c2ccc(C(=O)O)o2)c([N+](=O)[O-])c1 | -5.5 | -25.3 | 1.1 | 3.1 | -4.0 | 1 | -0.2 | -7.5 | -7.0 | 1
CCN(C(=O)COC(=O)c1ccc(S(=O)(=O)N2CCCc3ccccc32)cc1)C1CCS(=O)(=O)C1 (stereo not given) | -5.1 | -12.1 | 1.1 | 5.8 | -4.0 | 1 | -3.9 | 2.1 | -0.4 | 1
Cc1cc(=O)oc2ccc(OC(=O)CN3C(=O)c4cccc([N+](=O)[O-])c4C3=O)cc12 | 12.6 | -11.1 | 0.9 | 2.0 | 3.6 | 1 | -4.2 | -1.7 | -13.3 | 1
CCC(C)OC(=O)n1ccc(C(=O)Nc2nccs2)n1 (stereo not given) | 8.0 | -6.8 | 0.9 | 0.3 | -0.8 | 1 | 38.6 | -4.7 | 18.6 | 0.6
Fc1cc(F)c2nc(N3CCCC3)sc2c1 | 2.4 | -65.5 | 1 | 1.3 | -3.3 | 1 | 8.9 | 0.4 | -12.9 | 0.9
O=C(O)CC/C(=N/Nc1ncc(C(F)(F)F)cc1Cl)C(=O)O | -11.2 | -13.8 | 1.1 | 1.4 | -3.1 | 1 | -5.2 | -1.6 | -29.4 | 1.1
COc1ccc2[nH]c3c(=O)n(CCCCCC(=O)NCCC(C)C)c(=S)[nH]c3c2c1 | -3.3 | 2.5 | 1 | 3.4 | -3.0 | 1 | -5.5 | -8.0 | -9.0 | 1.1
O=C(NCCc1c[nH]c2ccccc12)c1ccc(S(=O)(=O)NCc2ccco2)cc1 | 14.0 | 17.4 | 0.9 | 2.5 | -3.1 | 1 | -4.2 | 9.7 | -4.8 | 1
COc1ccc(CCn2c3c(c(=O)[nH]c2=O)C(NC(=O)c2cccs2)(C(F)(F)F)C(=O)N3)cc1OC (stereo not given) | -3.4 | -17.4 | 1 | 0.4 | -3.3 | 1 | -10.4 | -6.5 | 2.4 | 1.1
CC(=O)c1c(C)[nH]c(C(=O)Nc2cccnc2)c1C | 1.1 | -8.9 | 1 | 0.9 | -2.5 | 1 | -4.5 | 1.6 | -7.1 | 1
Cc1ccc2c(C)nc(Nc3nc(CSc4nnc(C)s4)cc(=O)[nH]3)nc2c1 | -3.0 | 4.5 | 1 | 0.5 | -2.6 | 1 | -5.3 | 5.3 | -18.4 | 1.1
Cc1cc(S(=O)(=O)NC2CCCC2)ccc1F | -5.9 | -13.1 | 1.1 | 0.9 | -4.5 | 1 | -4.7 | -0.6 | -8.9 | 1
CCCCNc1ccc(S(=O)(=O)c2cccc([N+](=O)[O-])c2)cc1[N+](=O)[O-] | -2.8 | 17.8 | 1 | 4.4 | 4.1 | 1 | -8.8 | 2.5 | 6.3 | 1.1
COc1ccccc1N1CCN(C(=O)/C=C/c2cccs2)CC1 | 3.1 | 5.7 | 1 | 0.7 | -5.4 | 1.1 | 1.4 | 1.4 | -4.6 | 1
COc1ccc(C(=O)OCC(=O)N2C(C)CCCC2C)cc1[N+](=O)[O-] (stereo not given) | 6.9 | -11.7 | 0.9 | 0.1 | -2.8 | 1 | -8.5 | 14.4 | -15.4 | 1.1
O=C(Nc1ccc(S(=O)(=O)Nc2nccc(C3Cc4ccccc4C(=O)O3)n2)cc1)c1ccccc1 (stereo not given) | 12.3 | 3.8 | 0.9 | 2.5 | -3.9 | 1 | -3.6 | -6.0 | -20.1 | 1
COCCCN(C(=O)Nc1ccc(C)c(C)c1)C(C)c1ccccn1 (stereo not given) | -0.1 | -15.5 | 1 | -0.7 | -0.2 | 1 | -2.4 | 0.7 | -9.0 | 1
O=C(CSc1ccc(Cl)cc1)Nc1nnc(-c2cccc([N+](=O)[O-])c2)s1 | 7.8 | -19.9 | 0.9 | 2.4 | 2.0 | 1 | -0.6 | -2.0 | -3.3 | 1
O=C(c1ccc(Cl)c(S(=O)(=O)N2CCCCCC2)c1)N1CCOCC1 | 1.0 | -8.4 | 1 | 2.1 | -2.6 | 1 | -2.4 | -6.8 | -8.0 | 1
COc1ccc(NC(=O)CC2C(=O)N(c3ccc(Cl)cc3)C(=S)N2NC(=O)c2cccc(F)c2)cc1 (stereo not given) | -1.8 | -12.0 | 1 | 7.9 | -1.6 | 1 | -7.4 | 20.4 | 2.9 | 1.1
COC(=O)CSc1nnc(CNC(=O)c2cccs2)n1-c1cc(OC)ccc1OC | 2.4 | -10.2 | 1 | -1.8 | -4.5 | 1 | -7.1 | -8.4 | -14.0 | 1.1

One compound at a time, from the list above.
Listed for Cc1cc(S(=O)(=O)NC2CCCC2)ccc1F : bIAP inh = -5.9; APP transl inh = -13.1; bIAP activator = 1.1; RAM network inh = 0.9; TNAP inh hi DEA = -4.5; TNAP act hiacc = 1; FLuc inh counter = -4.7; Lmaj promast = -0.6; TNAP inh noacc = -8.9; FLuc stim CS = 1
Listed for CCCCNc1ccc(S(=O)(=O)c2cccc([N+](=O)[O-])c2)cc1[N+](=O)[O-] : bIAP inh = -2.8; APP transl inh = 17.8; bIAP activator = 1; RAM network inh = 4.4; TNAP inh hi DEA = 4.1; TNAP act hiacc = 1; FLuc inh counter = -8.8; Lmaj promast = 2.5; TNAP inh noacc = 6.3; FLuc stim CS = 1.1

Continuation.
SMILES | bIAP inh | APP transl inh | bIAP activator | RAM network inh | TNAP inh hi DEA | TNAP act hiacc | FLuc inh counter | Lmaj promast | TNAP inh noacc | FLuc stim CS
COc1ccc2[nH]c(C)c(CCN(Cc3cccs3)C(=S)Nc3cccc(F)c3)c2c1 | -1.4 | -2.0 | 1 | 1.9 | -3.9 | 1 | -5.8 | 50.2* | -8.4 | 1.1
Cc1ccc(-c2nnc(N3CC(C)OC(C)C3)c3ccccc23)cc1 (stereo not given) | -4.7 | 9.2 | 1 | 0.8 | -3.7 | 1 | 1.4 | 35.0 | -12.2 | 1
COc1ccc(-c2cc(C(=O)OCC(=O)N(C)C)c3ccccc3n2)cc1 | 8.6 | 3.3 | 0.9 | 1.6 | -1.2 | 1 | 18.2 | 4.3 | -8.4 | 0.8
C=CCN=C(C)C1=C(O)C(C)OC1=O (stereo not given) | 14.4 | 4.7 | 0.9 | 0.0 | -5.0 | 1.1 | -6.4 | -4.6 | -12.1 | 1.1
COc1ccc(C(=O)/C=C/c2ccccc2C(F)(F)F)cc1 | 13.0 | -0.8 | 0.9 | 6.0 | -4.0 | 1 | 1.2 | 53.7* | -12.4 | 1
Cc1nn2c(CN(C(=O)COc3ccccc3)c3ccccc3)nnc2c2ccccc12 | 21.0 | -5.3 | 0.8 | 1.8 | -0.2 | 1 | -5.5 | 80.6* | -11.3 | 1.1
S=C1NC2(CCCCC2)Nc2ccccc21 | 19.5 | 17.5 | 0.8 | -0.5 | -1.0 | 1 | -2.2 | -4.8 | 5.1 | 1
CC(C)(C)NC(=O)NC(=O)COC(=O)c1c(F)cccc1Cl | -1.7 | -21.4 | 1 | -0.1 | -2.0 | 1 | -4.0 | 4.3 | -11.6 | 1
Cn1cc(C(=O)N/N=C/C(Br)=C\c2ccccc2)ccc1=O | -0.1 | 0.5 | 1 | 1.7 | -3.1 | 1 | 16.3 | 80.4* | 0.9 | 0.8
O=c1c2ccccc2c(-c2ccc(F)cc2)nn1-c1ccc(C(F)(F)F)cc1 | 8.8 | 1.5 | 0.9 | 3.0 | -1.8 | 1 | -3.5 | 2.1 | -7.2 | 1
Cc1cc(=O)n2[nH]c(C(=O)O)nc2n1 | 6.5 | 0.3 | 0.9 | 0.0 | -4.0 | 1 | -6.3 | -4.1 | -7.0 | 1.1
COc1ccccc1-c1c(C(F)(F)F)oc2cc(OS(C)(=O)=O)ccc2c1=O | 16.2 | -6.9 | 0.8 | 2.1 | 2.8 | 1 | 0.7 | -2.8 | 7.1 | 1
Cc1ccn(C(CC(=O)c2ccc(Br)cc2)C(=O)O)n1 (stereo not given) | 6.8 | -2.0 | 0.9 | 0.5 | -4.7 | 1 | -7.7 | 5.0 | -13.5 | 1.1
C=CCNC(=O)c1cc(Cl)ccc1[N+](=O)[O-] | 29.3 | 2.7 | 0.7 | 0.5 | -8.5 | 1.1 | -5.5 | -3.5 | -11.8 | 1.1
CCOC(=O)C1=C(C)n2c(s/c(=C/c3cccc([N+](=O)[O-])c3)c2=O)=NC1c1ccc(O)c(OC)c1 (stereo not given) | 40.8 | -1.9 | 0.6 | 6.0 | 7.1 | 0.9 | -4.9 | 99.9* | 7.9 | 1
COc1ccc(C(=O)Nc2ccccc2C(=O)NCCN2CCOCC2)cc1 | -3.0 | -15.3 | 1 | -0.1 | -3.5 | 1 | 2.0 | -4.6 | -7.0 | 1
COc1ccc(NC(=O)c2cc3n(n2)C(C(F)(F)F)CC(c2ccco2)N3)cc1 (stereo not given) | 8.6 | -3.6 | 0.9 | 3.9 | -1.8 | 1 | -1.5 | 0.1 | -4.0 | 1
CSc1ccccc1NC(=O)c1cc(-c2cccnc2)nc2ccc(Br)cc12 | -1.9 | 11.2 | 1 | -0.1 | -2.4 | 1 | -3.2 | 21.4 | -0.8 | 1
COc1ccccc1NS(=O)(=O)c1cc(NC(=O)c2sc3cc(Cl)ccc3c2Cl)ccc1C | -4.5 | 6.4 | 1 | 7.7 | -2.8 | 1 | -3.5 | 2.2 | -2.6 | 1
O=C(O)c1ccc(S(=O)(=O)NC2CCCCC2)cc1 | 3.8 | -5.5 | 1 | 0.5 | -6.5 | 1.1 | -8.5 | -3.4 | -14.8 | 1.1
CCCS(=O)(=O)N1CCN=C1SCc1cccnc1 | -0.7 | -30.9 | 1 | 2.2 | 1.4 | 1 | -4.2 | -1.2 | -6.7 | 1
CCN(CC)c1cc(-c2ccccc2)ncn1 | -34.2 | 9.0 | 1.3 | 0.1 | -3.9 | 1 | -0.2 | 2.7 | -11.7 | 1
CCn1c(SCC(=O)NCc2ccco2)nc2cccnc21 | -1.1 | -8.6 | 1 | 1.5 | 2.6 | 1 | -7.1 | -1.2 | 2.3 | 1.1
O=C(CCn1nc(-c2ccc(Cl)cc2)ccc1=O)N1CCOCC1 | 5.8 | 8.9 | 0.9 | 0.0 | -6.7 | 1.1 | -2.2 | -2.5 | -9.0 | 1
CCOC(=O)c1ccccc1NC(=O)Cn1c(-c2nonc2N)nc2ccccc21 | 20.0 | 94.4* | 0.8 | 1.3 | -5.5 | 1.1 | -6.6 | 10.3 | -1.1 | 1.1
O=C(Nc1nc(-c2ccc(S(=O)(=O)N3CCCC3)cc2)cs1)C1COc2ccccc2O1 (stereo not given) | 3.6 | -14.1 | 1 | 1.3 | 2.9 | 1 | 0.3 | 83.6* | -0.9 | 1
